M4 ag: agonists of human muscarinic M4 receptor (CHRM4); P08173; CHO-K1 hM4/Gqi5, Fluo-8 calcium fluorescence; vehicle 0%, full acetylcholine response 100%; activation, % at 3 µM; 0.14% of 360,000 active; AID 624127;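 active = activation above the run mean over all test wells plus 3 SD, cut at about 32% in these data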;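 note: peak over basal fluorescence ratio per well then scaled between controls; 0% = DMSO wells and 100% = acetylcholine at EC100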
Target sequence (P08173 whole entry, looked up): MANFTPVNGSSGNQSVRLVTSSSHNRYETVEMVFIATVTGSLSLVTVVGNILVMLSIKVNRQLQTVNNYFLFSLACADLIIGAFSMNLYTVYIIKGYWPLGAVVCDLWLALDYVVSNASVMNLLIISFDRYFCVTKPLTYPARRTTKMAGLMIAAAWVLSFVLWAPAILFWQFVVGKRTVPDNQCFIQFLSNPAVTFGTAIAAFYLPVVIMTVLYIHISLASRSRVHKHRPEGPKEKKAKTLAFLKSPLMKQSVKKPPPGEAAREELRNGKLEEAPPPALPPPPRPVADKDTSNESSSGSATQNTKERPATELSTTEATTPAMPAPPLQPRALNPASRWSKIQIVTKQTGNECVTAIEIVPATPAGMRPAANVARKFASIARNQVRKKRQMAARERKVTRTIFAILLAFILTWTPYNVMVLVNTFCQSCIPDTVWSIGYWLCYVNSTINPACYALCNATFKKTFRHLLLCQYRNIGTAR
CHRM1 antagonist: blocks human M1 muscarinic receptor; P11229; CHO-K1 hM1, Fluo-8 calcium fluorescence, ACh EC80 antagonist; inhibition, % at 3 µM; 1.3% of 360,000 active; AID 588852;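 active = percent inhibition above its own plate's cutoff, namely the mean of that plate's compound wells plus 3 SD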;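 note: peak over basal fluorescence ratio during 140 s after agonist addition; 0% = ACh EC80 plus DMSO and 100% = DMSO alone without agonist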
Target sequence (P11229 whole entry, looked up): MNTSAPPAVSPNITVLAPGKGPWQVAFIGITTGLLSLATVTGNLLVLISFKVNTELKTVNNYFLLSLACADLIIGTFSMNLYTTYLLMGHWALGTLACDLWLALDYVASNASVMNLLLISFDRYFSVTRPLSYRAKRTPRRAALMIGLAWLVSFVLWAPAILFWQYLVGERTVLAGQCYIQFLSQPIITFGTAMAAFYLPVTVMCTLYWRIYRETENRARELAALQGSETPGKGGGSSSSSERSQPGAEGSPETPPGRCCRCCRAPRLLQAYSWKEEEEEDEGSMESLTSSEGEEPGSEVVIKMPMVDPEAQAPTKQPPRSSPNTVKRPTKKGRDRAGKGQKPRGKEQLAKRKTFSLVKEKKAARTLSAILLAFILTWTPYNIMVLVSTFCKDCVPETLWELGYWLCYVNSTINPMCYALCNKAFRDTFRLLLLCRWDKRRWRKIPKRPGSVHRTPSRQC
M5 antag: antagonists of human muscarinic M5 receptor (CHRM5); CHO-hM5 cells, Fluo-8 calcium fluorescence, ACh EC80; inhibition, % at 3 µM; 0.59% of 360,000 active;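 active = inhibition above a per-plate cutoff, the mean of that plate's test compounds plus 3 SD, cut at about 27% in these data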;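 note: 0% = acetylcholine EC80 with DMSO and 100% = DMSO without agonist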
M5 ag: agonists of human muscarinic M5 receptor (CHRM5); activation, % at 3 µM; P08912; 0.19% of 360,000 active; CHO-K1 hM5 cells, Fluo-8 calcium fluorescence; 0% DMSO wells, 100% maximal acetylcholine response;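 active = activation above the run's mean over test compounds plus 3 SD, cut at about 23% in these data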;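 note: signal is peak over basal fluorescence ratio across the kinetic read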
CRFR2-BP ag: CRF-BP/CRF-R2 complex agonism. HEK293 CRF-R2/CRF-BP, calcium dye fluorescence (FLIPR); percent of saturating CRF peptide response. activation, % at 13.2 µM. 0.46% of 350,000 active. AID 588473;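 active = activation of at least 50%, plus an integration ratio under a set limit after plate pattern correction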;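 note: plate controls were neutral control wells without compound for no effect and CRF at EC100 for full effect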
M5 PAM: potentiates acetylcholine response at human M5 receptor; P08912; CHO-K1 hM5, Fluo-8 calcium, ACh EC20 PAM; 0% = ACh EC20, 100% = ACh EC100; activation, % at 3 µM; 0.3% of 360,000 active;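 active = activation above the run cutoff, the mean activation of all test compounds plus 3 SD, cut at about 18% in these data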
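Replicates: One well per compound, no replicates | System: Human M5 receptor in CHO-K1 cells | Benchmarks: Low control EC20 acetylcholine (0%), high control EC100 acetylcholine (100%) | Probe or stimulus: Acetylcholine, EC20 level | Times: Fluo-8 loading 80 min at 37 °C plus 30 min room temperature | Signal: Intracellular calcium via Fluo-8 fluorescence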
M4 antag: blocks acetylcholine activation of human M4 receptor; CHO-hM4 cells, ACh EC80, Fluo-8 calcium fluorescence; inhibition, % at 3 µM; P08173; 0.73% of 360,000 active;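 active = inhibition above its plate's cutoff, the mean inhibition of sample wells plus 3 SD, cut at about 27% in these data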;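 note: 0% = acetylcholine EC80 with DMSO and 100% = DMSO without agonist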
CHRM4 PAM: positive allosteric modulators of human muscarinic M4 receptor; 0.4% of 360,000 active; AID 624126; CHO-K1 hM4/Gqi5, Fluo-8 calcium fluorescence, ACh EC20; 0% = ACh EC20, 100% = maximal ACh; activation, % at 3 µM; P08173;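 active = activation above its plate's cutoff, the mean activation of sample wells plus 3 SD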; note: some results filed as inactive read as strong as hits
CHRM1 PAM: positive allosteric modulators of human M1 muscarinic receptor; CHO-K1 hM1, Fluo-8 calcium fluorescence, ACh EC20; 0% = ACh EC20, 100% = maximal ACh; activation, % at 3 µM; 0.088% of 360,000 active; AID 588819; in the data active = activation above about 19%, passing the limit was not always enough
The depositor's hits bear a star; nt = no result given.

M4 antag	M4 ag	CHRM1 antagonist	CHRM4 PAM	M5 ag	M5 PAM	M5 antag	CRFR2-BP ag	CHRM1 PAM	Molecule
2.6	0.3	-0.1	0.5	1.3	1.0	3.1	-1.7	2.5	CC(Sc1nnc(N)s1)C(=O)NCc1ccc2c(c1)OCO2 (stereo not given)
-13.4	2.4	-9.1	12.4	1.0	-1.9	-0.7	-0.9	-0.4	O=C(CN1C(=O)NC(Cc2c[nH]c3ccccc23)C1=O)Nc1ccccc1C(F)(F)F (stereo not given)
2.5	-1.4	-2.6	-5.0	-1.2	-2.1	6.8	-2.2	-1.0	CCCOc1c(Br)cc(C(N)=O)cc1OCC
5.4	0.4	-2.8	-1.6	1.4	0.5	0.0	4.1	7.0	COC(=O)CN1C(=O)C(O)=C(C(C)=O)C1c1ccc([N+](=O)[O-])cc1 (stereo not given)
-2.2	0.9	-30.7	3.6	-2.3	7.0	-3.9	1.0	4.5	Cc1nc2sc(C(c3cccc(F)c3)N3CCC(O)CC3)c(O)n2n1 (stereo not given)
13.8	1.7	-7.3	-7.3	-3.1	1.4	-3.6	-1.4	1.4	OC1(c2cccc(C(F)(F)F)c2)CCN(CCN2CCCCC2)CC1
36.3*	0.4	43.8*	-10.3	-12.6	-35.2	21.4	4.9	-23.9	CCCCCCCCCCCCCCCC[N+](C)(C)Cc1ccc(F)cc1
9.3	13.7	27.7	8.6	8.9	-16.5	24.9	59.4*	-6.2	CC(NC(=O)Nc1nnc(C(F)(F)F)s1)(C(F)(F)F)C(F)(F)F
4.7	19.1	19.6	-10.9	2.8	-19.4	17.4	-1.1	-17.5	O=C(NCc1ccccn1)c1ccc(Cl)c(S(=O)(=O)N2CCCCC2)c1
5.0	7.8	12.2	7.9	5.8	-2.1	-1.0	-0.9	0.3	Cc1cc(Cl)c(S(=O)(=O)NC2CCCC2)cc1OCC(=O)NC1CCCCC1

Following part.
M4 antag	M4 ag	CHRM1 antagonist	CHRM4 PAM	M5 ag	M5 PAM	M5 antag	CRFR2-BP ag	CHRM1 PAM	Molecule
-0.7	2.1	-10.6	-0.6	4.9	8.2	-1.0	3.8	8.5	COc1ccc(/C=N/Nc2nnc(C)n2N)cc1OC
1.2	-0.1	-6.9	-7.4	-1.0	-4.0	5.6	-1.5	8.0	Cc1ccc(CNC(=O)C2(c3cccs3)CCOCC2)cc1
-1.6	0.0	-7.5	-12.8	1.6	8.4	-8.6	-0.5	2.5	CC(=O)CC(C)(C)NC(C)=S
-1.5	1.3	-13.0	4.9	-3.0	1.5	8.1	-1.1	14.8	COc1ccc2[nH]c(CN3CCC(n4nccc4NC(=O)C4CC4)CC3)c(C)c2c1
-4.5	0.4	-6.0	0.3	2.4	-1.0	24.9	-2.8	0.2	CCCn1c(N)c(C(=O)CSc2nnc3ccccn23)c(=O)[nH]c1=O
-6.3	1.7	-8.8	3.4	-0.2	-2.9	9.0	-7.9	3.7	CC(C)(C)c1cc(NC(=O)CSc2nncs2)n(-c2ccccc2)n1
-5.2	2.1	-11.1	2.0	-1.6	-0.5	5.3	-0.2	10.0	CN(CC1CCCO1)S(=O)(=O)c1ccc(C(=O)NCc2ccccc2)cc1 (stereo not given)
-5.3	0.1	10.2	1.5	-6.0	-3.9	-2.2	-6.2	3.6	Cc1cc(C)cc(OCC(=O)OCC(=O)NCc2cccs2)c1
1.4	0.5	-5.6	2.6	0.2	-1.4	3.2	5.3	4.4	CC(C)NC(=O)CCc1nc2cccnc2n1-c1ccccc1
-6.9	3.5	-8.6	1.5	-5.7	0.1	-5.9	0.4	2.1	COc1ccc(NS(=O)(=O)c2c(C)cc(C)cc2C)cn1

Continued.
M4 antag	M4 ag	CHRM1 antagonist	CHRM4 PAM	M5 ag	M5 PAM	M5 antag	CRFR2-BP ag	CHRM1 PAM	Molecule
6.2	1.5	2.2	-9.0	-9.8	-3.4	5.9	-1.3	-3.5	O=C(CS(=O)(=O)c1ccccc1)c1ccc2c(c1)OCCO2
-6.0	1.9	-14.8	4.1	2.8	6.3	-0.1	0.8	8.2	O=C(NCc1ccncc1)C(=O)NCC(c1ccco1)N1CCN(c2ccccc2)CC1 (stereo not given)
-18.1	-0.4	-18.0	9.7	0.2	-2.9	-0.1	-1.3	7.3	COc1cccc(C(=O)c2ccccc2NC(C)=O)c1
-3.2	1.2	-12.2	-6.5	0.5	3.8	3.9	6.5	4.7	COc1cccc2c1SCc1ccccc1C2CC(N)=O (stereo not given)
5.2	1.2	-0.5	2.6	1.1	0.1	13.8	-0.2	4.3	O=C(O)C1=C[C@H](c2ccc(F)cc2)C[C@H](OCc2ccc(CO)cc2)O1
-6.4	2.0	-7.6	-3.4	2.5	-1.6	1.4	nt	0.1	Cc1cc(O)ccc1-c1cccc2nccn12
-0.5	5.6	4.2	-6.9	2.0	-1.3	10.2	-1.1	4.3	COc1cccc(CNC(=O)Cc2csc(Nc3nc(=S)[nH]c4ccccc34)n2)c1
2.0	5.7	0.6	-8.5	14.9	-8.9	2.9	-3.7	-10.3	CN(Cc1ccccc1)c1oc(COc2ccccc2F)nc1C#N
6.2	0.0	-9.6	-0.8	0.0	1.9	-3.2	-2.2	7.2	CCCS/C(N)=N/N=C/c1ccccc1O
3.6	0.0	-7.1	-5.0	-2.4	1.9	13.1	2.0	3.9	CNC(=O)C1CC(=O)N(c2ccc(OCC(=O)NCc3ccccc3)cc2)C1 (stereo not given)

The results go on.
M4 antag	M4 ag	CHRM1 antagonist	CHRM4 PAM	M5 ag	M5 PAM	M5 antag	CRFR2-BP ag	CHRM1 PAM	Molecule
0.9	0.2	13.4	-4.8	-0.7	-5.1	15.4	0.7	4.3	O=C(Nc1ccc(F)c([N+](=O)[O-])c1)C1CCCO1 (stereo not given)
-4.0	-1.0	1.6	-6.1	-9.4	-8.0	10.4	1.7	-7.6	COc1ccc(-c2n(Cc3ccccc3)c3ccccc3[n+]2Cc2ccccc2)cc1
-6.3	8.1	-15.3	1.6	2.2	-4.6	2.9	nt	2.8	CNc1ncnc2c1ncn2[C@H]1CN(Cc2ccc(-c3ccccc3)cc2)C[C@@H](CO)O1
6.6	5.8	-3.9	0.2	6.0	-5.5	10.1	16.9	4.0	CCN(CC)c1ccc(/C=C2/C(=O)ON=C2C)cc1
4.0	8.3	1.3	-3.4	1.1	-7.8	4.4	-1.0	-1.4	Cc1nnc(SCC(=O)Nc2nc(C(C)(C)C)cs2)s1
3.0	3.1	-14.4	-2.6	5.5	0.7	3.5	0.2	7.6	CC(NC(=O)/C(C#N)=C1\N=C(NC(=O)c2ccco2)c2ccccc21)c1ccccc1 (stereo not given)
1.0	-0.4	0.2	2.0	0.3	-1.8	9.5	-0.5	3.4	CCOc1ccccc1NC(=O)C1CCCN1S(=O)(=O)c1ccccc1C(F)(F)F (stereo not given)
3.4	0.7	4.0	-0.6	-3.2	-5.0	13.4	2.0	-2.1	O=C(NCc1cccs1)C1CC(c2ccc(F)cc2)=NO1 (stereo not given)
-8.3	7.8	5.7	-10.3	-0.1	-3.0	1.4	-0.8	1.6	CC(C)(C)c1ccc(OCC(O)CN2CCN(c3ccccn3)CC2)cc1 (stereo not given)
0.5	0.0	-2.4	4.1	-6.5	16.4	-10.5	-0.3	4.4	O=C(Nc1ccccc1)c1[nH]ncc1[N+](=O)[O-]

Other entries.
M4 antag	M4 ag	CHRM1 antagonist	CHRM4 PAM	M5 ag	M5 PAM	M5 antag	CRFR2-BP ag	CHRM1 PAM	Molecule
-3.4	1.0	-13.0	-1.5	6.1	2.4	-13.8	-0.1	1.2	Cc1ccc(CSc2nc3nc(C)cc(C)n3n2)cc1
-15.2	-1.8	9.3	4.5	-5.8	-4.4	-14.1	2.9	-1.7	Cc1ccc(C(CC(=O)NCc2ccco2)c2ccc(OC(C)C)cc2)cc1 (stereo not given)
-0.7	-0.6	14.4	4.2	-0.8	-2.7	7.3	nt	-16.4	O=c1c2c3c(sc2nc2n1CCCCC2)CCCCC3
-5.5	4.7	-14.3	14.8	0.8	7.0	-1.4	0.7	8.2	Cc1nnc(SCC(=O)NNC(=O)c2ccco2)n1-c1ccccc1
-10.1	0.3	-6.1	-8.2	6.3	4.3	4.6	1.6	3.6	N#CCC(=O)N/N=C/c1coc2ccccc2c1=O
10.9	2.0	-12.9	-12.8	3.1	3.8	-2.7	-0.6	14.8	CC(C)(C)OC(=O)N1CCC[C@H]1c1nnc(SCc2ccccc2)o1
-3.1	0.8	-14.4	-0.6	0.5	3.8	-6.6	-1.7	9.6	CCOc1ccc(CC(=O)NNC(=O)/C=C/C(=O)O)cc1
-17.8	0.7	-10.8	10.9	0.0	-1.0	5.0	5.5	3.0	Cc1ccc(NC(=O)Cn2ncc3c([nH]c4ccccc43)c2=O)cc1Cl
-3.0	-2.5	11.2	1.9	-8.9	4.7	-6.5	-0.2	-7.5	CCc1nc2ccc(C(=O)N3CCN(c4cc(C)ccc4C)CC3)cc2nc1CC
4.5	1.1	-5.7	1.9	-1.2	0.9	15.9	-0.4	14.0	O=C(NCc1ccco1)C1CC(O)CN1C(=O)Nc1ccccc1 (stereo not given)

(listing goes on)
M4 antag	M4 ag	CHRM1 antagonist	CHRM4 PAM	M5 ag	M5 PAM	M5 antag	CRFR2-BP ag	CHRM1 PAM	Molecule
-25.0	1.7	-11.0	11.9	-0.6	-6.8	3.7	4.6	7.0	Cc1cccc(C(=O)NCC(=O)OC(C)C(=O)Nc2ccc(Cl)cn2)c1 (stereo not given)
3.7	4.0	37.7*	-12.4	-3.5	-12.4	3.3	0.6	-23.8	CCCCN(C)C(=O)c1ccc2c(c1)N(CC)C(=O)c1ccccc1S2(=O)=O
0.9	3.1	-8.4	4.0	-5.9	-2.9	6.3	1.1	6.6	CCOC(=O)[C@H]1[C@H]2COc3ccc(C)cc3[C@@H]2N2C(=O)c3cc(Cl)ccc3NC(=O)[C@@]12C
-12.6	0.1	-13.4	4.5	2.9	-2.2	4.5	0.9	25.4	CCCSc1ccc([C@H]2N[C@@](Cc3ccccc3)(C(=O)OC)[C@H]3C(=O)N(CC)C(=O)[C@@H]23)cc1
3.2	0.6	-15.2	-1.6	1.0	1.5	-9.6	2.1	9.0	C[C@H](CO)N1C[C@H](C)[C@H](CN(C)S(=O)(=O)c2ccc(Cl)cc2)OCc2cnnn2CCCC1=O
0.6	0.1	-7.2	2.8	-1.0	6.0	3.1	-0.4	5.1	Cc1ccc(C(=O)N2CCC(n3nccc3NC(=O)Nc3cccc(F)c3)CC2)cn1

Rows were taken by chance; about 2.8% have a hit in one of these screens.
